# bCat nuc transl: alters nuclear translocation of beta-catenin in HeLa cells. immunofluorescence imaging. nuclear translocation activity, % at 5 µM. actives 0.3% (n = 190,000);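 active = nuclear translocation activity above 50% at 5 µM, with a well cell count of 50 or more; inconclusive = wells under 50 cells across six images, flagged as toxic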;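 note: per-cell ratio of nuclear to cytoplasmic median beta-catenin stain intensity; plate controls were DMSO negative control for no effect and GSK-3 inhibitor IX positive control for full effect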
#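 Technique: fluorescence imaging of beta-catenin antibody stain plus DAPI / Material: human HeLa cell line / Incubation: compound treatment 24 h, 37°C, 5% CO2 / Read-out basis: % activation of per-cell nuclear versus cytoplasmic median beta-catenin signal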
# WT yeast gro inh: growth inhibition of WT yeast, mitochondrial fusion screen; mitochondrial fusion phenotypic screen, WT strain; inhibition, % at 10 µM; actives 2.1% (n = 190,000); in the data active = inhibition above about 58%; tested in S. cerevisiae
# CSM14.1 death rescue: rescue of cells from ER stress-induced death, primary screen, 384-well, CSM14.1, thapsigargin, ATP luminescence (AID 1222); CSM14.1 thapsigargin-induced death rescue, ATP luminescence; higher % means a stronger effect; cellular ATP content (survival), % at 20 µM; hits with a dose series show EC50 in µM; 190,000 tested, under 10 active;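 active = EC50 below 50 µM in the dose-response confirmation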;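 note: death triggered by thapsigargin at about 15 µM added after 2 h compound pretreatment; cell ATP read after overnight thapsigargin exposure of roughly 18 to 22 hours; normalized against plate controls of thapsigargin alone and 5% DMSO vehicle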
# Ins promoter up: MIN6 insulin promoter up-regulation; MIN6 insulin promoter-GFP reporter, high-content imaging; hits give high values; AID 1625; actives 0.3% (n = 190,000); z-score at 5 µM;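 active = z-score above 3 at 5 µM with at least 500 cells counted in the well; inconclusive = wells under 500 cells, flagged as cytotoxic or low count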
# Dynein transport: blocks dynein driven cargo transport along microtubules; 3617.4 mouse cells, GR-EGFP nuclear translocation imaging; test concentration mostly 20 µM; stimulated with dexamethasone, 1 µM; hits give low values; z-score, hits read low; actives 0.47% (n = 220,000); AID 1381;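 active = plate z-score of nuclear minus cytoplasmic receptor signal below a set negative limit, without overly bright fluorescence or cell loss, cut at about -3.5 in these data, passing the limit was not always enough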;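 note: z-score of nuclear minus cytoplasmic ring GR-EGFP intensity difference per well; some compounds called inactive have numbers as strong as hits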
#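 Buffer or medium: tet-free, stripped-serum medium; Also added: dexamethasone, 1.0 µM final; Technique: high-content fluorescence imaging after fixation; Times: 48 h induction, 1 h compound, 30 min dex at 37 °C; Read-out: per-cell GR-EGFP intensity, nucleus versus surrounding cytoplasmic ring, well-averaged.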
# MT stabilizer: stabilizes microtubules in HeLa cells; HeLa tubulin immunostaining HCS, 24 h; share of cells brighter than vehicle mean+2SD; actives 0.83% (n = 200,000); % tubulin-high responders, % at 10 µM;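 active = plate Z-score above 3 for both tubulin-high and condensed-nucleus cell shares, with cell loss under 80%, at 10 µM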;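 note: anti alpha tubulin signal scored within the nucleus-defined area of each cell; some results filed as inactive read as strong as hits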
# XIAP displacement: small molecules displacing peptide from XIAP – biochemical, IAP family, fluorescence polarization (AID 1018); one-dose displacement, % at 20 µM; IC50 in µM for titrated hits; actives 0.007% (n = 200,000); XIAP BIR domain, fluorescence polarization peptide displacement; higher % means a stronger effect; in the data active = displacement above about 50%; note: a part of the inactive calls stands beside numbers as strong as those of hits
# Autophagy mod: modulators of autophagy; MEF GFP-LC3 puncta imaging; test concentration mostly 10 µM; calls only at 10 µM (by protocol); actives 0.98% (n = 190,000);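 active = percentage of spot-positive cells more than 3 SD above its plate mean, without a fluorescence outlier flag or 80% toxicity; inconclusive = no clear call, values can overlap the other calls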;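 note: spot-positive cell cutoff set from DMSO-treated cells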
# Hep lipid drop: hepatic lipid droplet formation modulation | AML12 mouse hepatocytes, oleate lipid droplets, BODIPY imaging | actives 0.4% (n = 240,000) | inhibition, % at 6.5 µM | AID 1656;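 active = lipid droplet intensity inhibited by at least 50%, with more than 500 cells counted; inconclusive = wells with under 300 cells, treated as cytotoxic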
#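 Assay system: AML12 hepatocytes (mouse) / Also added: 100 µM oleic acid challenge / Times: overnight treatment with compound plus oleate / Detection: high-content imaging of BODIPY-stained droplets and DAPI nuclei / Evaluation: % inhibition of lipid droplet signal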
# WT yeast gro inh mutant strain: also measured in WT yeast gro inh; calls as there; inhibition, %; mitochondrial fusion phenotypic screen, mutant strain inhibition
# Dynein transport cytoplasmic EGFP: further read-out of Dynein transport, marked with its call; z-score; measured here: cytoplasmic GR-EGFP intensity; hits give high values
# Dynein transport nuclear GR-EGFP: second read-out of Dynein transport, no call of its own (marks repeat the call); z-score; measured here: nuclear GR-EGFP intensity;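 lower value marks the stronger effect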
# Dynein transport cell count: recorded beside Dynein transport, whose call it bears; z-score; measured here: cell count per field
# Ins promoter up cell count: further read-out of Ins promoter up, marked with its call; cell count; measured here: cytotoxicity, nuclei count;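 total cells summed across four imaged fields per well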
# Hep lipid drop cells 6.5 µM: second read-out of Hep lipid drop, no call of its own (marks repeat the call); cell count; measured here: cell count, cytotoxicity flag;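 cells counted across two imaged fields per well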
# bCat nuc transl cell count 5 µM: further read-out of bCat nuc transl, marked with its call; cell count; measured here: cell count, cytotoxicity flag
# MT stabilizer Hoechst-high %: also measured in MT stabilizer; calls as there; % Hoechst-high responders; measured here: nuclear condensation Hoechst responders;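 share of cells brighter than vehicle mean plus two SD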
# MT stabilizer cytotoxicity %: recorded beside MT stabilizer, whose call it bears; toxicity, %; measured here: cytotoxicity by cell density;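 0% = mean cell density of plate MIN control wells and 100% = no cells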
# Autophagy mod cell loss 18 h: also measured in Autophagy mod; calls as there; toxicity, %; measured here: cell loss, nuclei count;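 cell loss after 18 h compound exposure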
# Numbers without * were called inactive; i = inactive; u = inconclusive; x = not tested or not shown. Hits appear at their usual frequency (roughly 4% active in at least one column).
SMILES,bCat nuc transl,bCat nuc transl cell count 5 µM,WT yeast gro inh,WT yeast gro inh mutant strain,CSM14.1 death rescue,Ins promoter up,Ins promoter up cell count,Dynein transport,Dynein transport cytoplasmic EGFP,Dynein transport nuclear GR-EGFP,Dynein transport cell count,MT stabilizer,MT stabilizer Hoechst-high %,MT stabilizer cytotoxicity %,XIAP displacement,Autophagy mod,Autophagy mod cell loss 18 h,Hep lipid drop,Hep lipid drop cells 6.5 µM
CC(Sc1nc(N)cc(=O)[nH]1)C(=O)Nc1sc2c(c1C#N)CCCC2 (stereo not drawn),1.8,1088,-9,-9,x,-1.6,1052,0.27,-0.023,0.43,-1.6,1.7,2.0,5.5,0.4%,i,4,-1,726
COc1c(CC=C(C)C)cc(C2CC(=O)c3c(O)cc(O)cc3O2)cc1CC=C(C)C (stereo not drawn),0.8,1200,x,x,x,u,x,0.0097,-0.63,0.49,-1,x,x,x,x,x,x,16,670
CC(C)N(Cc1nc2ccccc2[nH]1)C(C)C,-2.5,1107,4,1,x,-0.48,1494,0.64,-0.0066,0.53,0.14,1.7,3.1,9.6,-6.8%,i,4,2,619
COc1ccc2[nH]c(=O)c(CN(CCO)C(=O)c3cccs3)cc2c1,-0.3,1264,4,-12,-0.9%,-0.22,1402,-0.12,-0.24,-0.84,0.8,3.2,1.7,1.6,-2.3%,i,-5,x,x
CCN(CC)S(=O)(=O)c1ccc2c(c1)c(C(=O)O)cn2C,-0.4,1096,-3,-9,1.4%,0.69,1013,1.5,-0.2,0.81,-1.4,4.9,2.8,6.2,-4.2%,i,4,1,753
COc1ccc(N(CC(=O)N/N=C(\C)CCc2ccccc2)S(=O)(=O)c2ccc(C)cc2)cc1,0.9,1298,x,x,x,0.85,952,1.6,-0.16,1.5,-1.9,x,x,x,x,x,x,6,613
CCOC(=O)c1sc(=NC(=O)c2cccc(C)c2)n(C)c1C,0.6,1109,-12,-9,-1.6%,-1.3,1120,-1.1,0.78,-0.54,1,1.6,2.7,2.1,-7.4%,i,0,1,693
CN1/C(=C\C(=O)c2cncc(Br)c2)C(C)(C)c2ccccc21,-4.9,571,56,1,0.8%,u,x,-0.034,-0.23,-0.22,-0.38,2.9,2.9,5.6,-4.3%,i,-1,-56,611
CCOc1ccc2ccccc2c1CNc1nnnn1CC,-0.6,1082,20,1,-1.3%,-1,1523,0.15,-0.27,0.87,-1.2,2.7,0.8,0.6,-2.3%,i,15,-21,672
Cc1ccc(Cl)cc1N(CC(=O)NC1CCCCC1)S(C)(=O)=O,-2.3,826,0,-33,1.4%,-0.13,1308,-0.4,-0.15,0.17,-0.69,4.8,3.7,9.1,-4.4%,i,1,x,x
CN(C)c1ccc(/C=N\S(=O)(=O)c2ccccc2)cc1,2.6,1122,6,2,-2.4%,0.01,1237,1.9,0.26,1.4,-0.42,4.3,1.6,5.9,0.9%,i,4,0,601
CCOC(=O)Cc1[nH]nc2c1C(c1ccoc1)C(C#N)=C(N)O2 (stereo not drawn),x,x,-16,-1,-3.1%,x,x,0.62,-0.18,0.92,-0.6,2.1,0.2,49,-6.9%,i,4,36,729
CC(=O)n1cc(N(C(=O)CCl)c2ccccc2)c2ccccc21,1.1,1232,x,x,x,u,x,-4.5*,1.5*,-2.2*,1.2*,x,x,x,x,x,x,6,788
COC(=O)C(C)Sc1nnc(Cc2cc(=O)[nH]c(=O)[nH]2)n1-c1cccc(OC)c1 (stereo not drawn),x,x,15,8,-1.1%,0.19,966,-1,-0.18,-0.58,0.47,5.5,4.4,8.0,3.5%,i,9,x,x
O=C(c1ccc(F)cc1)N1CCCC(C(=O)N2CCc3ccccc3C2)C1 (stereo not drawn),-1.7,1265,x,x,x,-0.02,1030,-1.4,-0.26,-0.1,1.1,x,x,x,x,x,x,-5,713
COc1ccc2c(c1OC)C(=O)OC2CC(=O)O (stereo not drawn),-0.9,1432,46,-3,0.8%,-0.9,1503,1.2,-0.017,0.082,-1.5,4.1,1.5,0.1,-0.7%,i,0,x,x
Nc1cc(S(=O)(=O)O)cc([N+](=O)[O-])c1O,-2.4,1021,-13,5,-0.9%,-0.53,1302,0.18,-0.16,0.61,0.1,4.0,2.7,5.0,-3.4%,i,3,10,721
CCc1ccc(C2CC(=O)Nc3c2c(=O)nc2c(C)cccn32)cc1 (stereo not drawn),-2.1,1180,-3,0,0.1%,0.34,1379,-0.34,-0.25,-0.14,0.65,4.6,1.6,5.7,-5.7%,i,15,9,678
COC(=O)c1sc2ncccc2c1OCc1ccc(Cl)cc1,-2.8,1507,8,-2,-1.1%,-0.65,1545,-0.34,-0.23,-0.33,0.51,1.8,1.8,1.5,-4.6%,i,8,x,x
Cc1ccc(C)c(-n2c(CNC(=O)c3ccco3)nnc2SCC(=O)Nc2nccs2)c1,x,x,-2,-6,0.4%,x,x,-0.2,-0.18,0.12,-0.59,1.3,1.1,6.8,-1.2%,i,-2,x,x
COc1ccc(S(=O)(=O)N(CCC(N)=O)Cc2ccco2)cc1OC,0.5,1223,x,x,x,-0.42,1406,-0.27,-0.22,-0.45,0.65,x,x,x,x,x,x,-14,688
Cc1cc(CNC(=O)Cn2cc([N+](=O)[O-])cn2)c2ccccc2n1,4.1,1078,-2,-8,-0.3%,0.98,1212,-0.43,-0.21,-0.59,0.55,2.2,2.5,8.6,-6.7%,i,-7,3,724
COc1ccccc1/C=C/C(=O)N1CCC(c2ccccc2)C1 (stereo not drawn),0.6,977,10,7,-6.7%,0.12,1324,-0.53,-0.22,-0.1,0.29,10,7.2,12,1.3%,i,5,5,642
O=C(/C=C/c1cccs1)NC(=S)NNC(=O)Cc1cccs1,0.3,1181,-10,-34,0.8%,x,x,-1.1,-0.23,-1.1,0.33,4.8,1.0,2.7,-1.3%,i,1,10,730

# Entries from the list above that have a thiophene ring, fused or not (four):
SMILES,bCat nuc transl,bCat nuc transl cell count 5 µM,WT yeast gro inh,WT yeast gro inh mutant strain,CSM14.1 death rescue,Ins promoter up,Ins promoter up cell count,Dynein transport,Dynein transport cytoplasmic EGFP,Dynein transport nuclear GR-EGFP,Dynein transport cell count,MT stabilizer,MT stabilizer Hoechst-high %,MT stabilizer cytotoxicity %,XIAP displacement,Autophagy mod,Autophagy mod cell loss 18 h,Hep lipid drop,Hep lipid drop cells 6.5 µM
CC(Sc1nc(N)cc(=O)[nH]1)C(=O)Nc1sc2c(c1C#N)CCCC2 (stereo not drawn),1.8,1088,-9,-9,x,-1.6,1052,0.27,-0.023,0.43,-1.6,1.7,2.0,5.5,0.4%,i,4,-1,726
COc1ccc2[nH]c(=O)c(CN(CCO)C(=O)c3cccs3)cc2c1,-0.3,1264,4,-12,-0.9%,-0.22,1402,-0.12,-0.24,-0.84,0.8,3.2,1.7,1.6,-2.3%,i,-5,x,x
COC(=O)c1sc2ncccc2c1OCc1ccc(Cl)cc1,-2.8,1507,8,-2,-1.1%,-0.65,1545,-0.34,-0.23,-0.33,0.51,1.8,1.8,1.5,-4.6%,i,8,x,x
O=C(/C=C/c1cccs1)NC(=S)NNC(=O)Cc1cccs1,0.3,1181,-10,-34,0.8%,x,x,-1.1,-0.23,-1.1,0.33,4.8,1.0,2.7,-1.3%,i,1,10,730

# Among those listed so far, 2 contain a cyano group.
SMILES,bCat nuc transl,bCat nuc transl cell count 5 µM,WT yeast gro inh,WT yeast gro inh mutant strain,CSM14.1 death rescue,Ins promoter up,Ins promoter up cell count,Dynein transport,Dynein transport cytoplasmic EGFP,Dynein transport nuclear GR-EGFP,Dynein transport cell count,MT stabilizer,MT stabilizer Hoechst-high %,MT stabilizer cytotoxicity %,XIAP displacement,Autophagy mod,Autophagy mod cell loss 18 h,Hep lipid drop,Hep lipid drop cells 6.5 µM
CC(Sc1nc(N)cc(=O)[nH]1)C(=O)Nc1sc2c(c1C#N)CCCC2 (stereo not drawn),1.8,1088,-9,-9,x,-1.6,1052,0.27,-0.023,0.43,-1.6,1.7,2.0,5.5,0.4%,i,4,-1,726
CCOC(=O)Cc1[nH]nc2c1C(c1ccoc1)C(C#N)=C(N)O2 (stereo not drawn),x,x,-16,-1,-3.1%,x,x,0.62,-0.18,0.92,-0.6,2.1,0.2,49,-6.9%,i,4,36,729

# Pulled one by one from above:
SMILES,bCat nuc transl,bCat nuc transl cell count 5 µM,WT yeast gro inh,WT yeast gro inh mutant strain,CSM14.1 death rescue,Ins promoter up,Ins promoter up cell count,Dynein transport,Dynein transport cytoplasmic EGFP,Dynein transport nuclear GR-EGFP,Dynein transport cell count,MT stabilizer,MT stabilizer Hoechst-high %,MT stabilizer cytotoxicity %,XIAP displacement,Autophagy mod,Autophagy mod cell loss 18 h,Hep lipid drop,Hep lipid drop cells 6.5 µM
CC(Sc1nc(N)cc(=O)[nH]1)C(=O)Nc1sc2c(c1C#N)CCCC2 (stereo not drawn),1.8,1088,-9,-9,x,-1.6,1052,0.27,-0.023,0.43,-1.6,1.7,2.0,5.5,0.4%,i,4,-1,726
O=C(/C=C/c1cccs1)NC(=S)NNC(=O)Cc1cccs1,0.3,1181,-10,-34,0.8%,x,x,-1.1,-0.23,-1.1,0.33,4.8,1.0,2.7,-1.3%,i,1,10,730
